LmPK inh: qHTS Assay for Inhibitors of Leishmania Mexicana Pyruvate Kinase (LmPK); purified LmPK, Kinase-Glo ATP luminescence, 1 h; Potency, µM (series often up to 57.5 µM), for the others: at the top dose activity change, negative = inhibition, usual class: inhibitors; AID 1721, 2009; hit rate 0.37% among 290,000; Q27686; also: potency is read from the fitted curve at half-maximal effect; % is scaled to controls: 0 for no effect and ±100 for the full control effect
Target sequence (Q27686 whole entry, looked up): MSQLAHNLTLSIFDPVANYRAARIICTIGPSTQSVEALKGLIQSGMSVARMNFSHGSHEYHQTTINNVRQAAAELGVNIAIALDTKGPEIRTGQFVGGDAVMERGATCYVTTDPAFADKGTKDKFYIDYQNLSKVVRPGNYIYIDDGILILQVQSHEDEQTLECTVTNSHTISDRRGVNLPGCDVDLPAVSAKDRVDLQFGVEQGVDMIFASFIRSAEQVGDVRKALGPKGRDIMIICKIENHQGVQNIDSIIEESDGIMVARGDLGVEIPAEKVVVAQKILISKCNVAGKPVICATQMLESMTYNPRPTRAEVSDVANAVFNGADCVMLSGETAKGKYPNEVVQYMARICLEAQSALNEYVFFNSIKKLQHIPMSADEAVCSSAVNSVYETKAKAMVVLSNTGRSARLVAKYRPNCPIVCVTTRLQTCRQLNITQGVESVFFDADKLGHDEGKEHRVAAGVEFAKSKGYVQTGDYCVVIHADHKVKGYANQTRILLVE
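Purified LmPK (0.1 nM) converted ADP (0.1 mM) to ATP with PEP (0.5 mM) in imidazole buffer pH 7.2 with KCl and MgCl2, 1 h at room temperature. ATP was read by Kinase-Glo luminescence; data normalized to uninhibited and no-enzyme controls.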
Tb PYK inh: qHTS of Trypanosoma Brucei Inhibitors; pyruvate kinase (Trypanosoma brucei), Q57TT1; TbPYK enzyme, Kinase-Glo Plus ATP luminescence, 45 min; Potency, µM (titrated, usually from 76.8 µM), for the others: at the top dose activity, negative = inhibition, most hits filed as inhibitors; hit rate 0.12% among 410,000; AID 624173, 2012; also: potency is read from the fitted curve at half-maximal effect; % is scaled to controls: 0 for no effect and ±100 for the full control effect; nearly all actives have a fitted effect of over 50% in size
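ADP (130 uM final) triggers the TbPYK reaction after compound addition; incubation is 45 min at room temperature. Kinase-Glo Plus is then added and luminescence imaged. Normalized data are fitted to concentration-effect curves.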
Pf growth 48h: Primary qHTS for delayed death inhibitors of the malarial parasite plastid, 48 hour incubation; P. falciparum luciferase growth in erythrocytes, 48 h; Potency, µM (series often up to 28.7 µM), for inactives: top-dose activity change, negative = inhibition, actives largely listed as inhibitors; hit rate 5.9% among 310,000; AID 504832, 2011; also: potency is read from the fitted curve at half-maximal effect; % is scaled to controls: 0 for no effect and ±100 for the full control effect
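In quantitative HTS format, infected erythrocytes bearing luciferase-reporter parasites were treated for a single generation at 37 C. Luminescence after adding detection reagent served as the growth measure.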
Pf growth 96h: Primary qHTS for delayed death inhibitors of the malarial parasite plastid, 96 hour incubation. P. falciparum luciferase reporter growth, 96 h. Potency, µM (series often up to 28.7 µM), for the others: at the highest dose activity change, negative = inhibition, actives largely listed as inhibitors. hit rate 6.9% among 320,000. AID 504834, 2011; also: potency is read from the fitted curve at half-maximal effect; % is scaled to controls: 0 for no effect and ±100 for the full control effect
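Erythrocytes infected with luciferase-expressing P. falciparum were dispensed at 2% hematocrit and 0.05% parasitemia (final), then incubated with compounds 96 hours at 37 C in 5% CO2. Luminescence after detection reagent addition reported growth.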
Shiga toxin inh: A qHTS for Small Molecule Inhibitors of Shiga Toxin. Vero cells, Shiga toxin protein synthesis inhibition reporter. inhibition, % at 38.7 µM. hit rate 9.2% among 290,000. AID 2315, 2010; in the data active = inhibition mostly above about 28%, no sharp cut-off; inactive = mostly below about 43%; also: 0% is about no effect
Cycloheximide cs: Cycloheximide Counterscreen for Small Molecule Inhibitors of Shiga Toxin | cell reporter, cycloheximide protein synthesis inhibition counterscreen | max response, % | hit rate 12% among 300,000; in the data active = max response mostly above about 13%, no sharp cut-off; inactive = mostly below about 14%; also: read at 38.3 µM for the half of the compounds with a filed dose; 0% is about no effect
HCV inh: qHTS Assay for Inhibitors of Hepatitis C Virus (HCV) | Huh7.5.1 HCVcc-Cre infection, luciferase reporter, 44 h | Potency, µM (titrated, usually from 41.8 µM), for inactives: top-dose activity change, negative = inhibition, usual class: inhibitors | hit rate 3.4% among 340,000 | AID 651820, 2012; also: potency is read from the fitted curve at half-maximal effect; % is scaled to controls: 0 for no effect and ±100 for the full control effect
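Seed cells (1,000/well) for 4 h; treat with compound and infect with HCVcc-Cre, moi about 0.5. Incubate 44 h, then detect luciferase activity.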
* hit, by the source's call; u = inconclusive; x = no result given; [ ] = remark or other dose. Unless noted, calls follow the shape of the dose curve; as a rule, active = well fitted curve in the direction sought with a large enough effect; inconclusive = small, poorly fitted or top-dose-only effect, or another doubt; inactive = no such curve, though single readings can be large; an effect the other way counts as inactive or inconclusive. An unsorted share of the library. About 24% of those tested had a hit in this group.

SMILES	LmPK inh	Tb PYK inh	Pf growth 48h	Pf growth 96h	Shiga toxin inh	Cycloheximide cs	HCV inh
CCc1ccc(NC(=O)C2=CC(c3ccc(OC)cc3)=NS(=O)(=O)N2C)cc1	-3%	4%	27%	-18%	6	1	u
NS(=O)(=O)c1cccc(NC(=O)CSc2nc3ccccc3n2-c2ccccc2)c1	2%	-24%	u	-21%	-15	-2	-21%
COc1ccc(CC(=O)OCC(=O)Nc2cccnc2Cl)cc1OC	-1%	-4%	5%	44%[activator]	-16	-5	12%
CSc1cccc(NC(=O)/C=C/c2ccccc2)c1	3%	-6%	119%[activator]	10µM*	71*	36*	u
CC(=O)Nc1ccc(OCC(=O)NCCc2ccccc2)cc1	2%	2%	28%	69%[activator]	32	3	5%
O=C1C2C3C=CC(C4CC34)C2C(=O)N1/N=C/c1ccc(-c2ccc([N+](=O)[O-])cc2)o1 (configuration not stated)	8%	3%	19%	-12%	36	-2	12%
C=CCn1c(SC(C)C(=O)Nc2ccc(F)c(F)c2F)nnc1C1CC1 (configuration not stated)	x	-3%	-13%	7%	x	x	u
O=C(NC(Cc1ccccc1)C(=O)O)c1cccnc1Cl (configuration not stated)	1%	-5%	30%[activator]	10%	2	-1	11%
COc1nc(-c2ccccc2)ncc1S(=O)(=O)c1ccccc1	3%	3%	u	u	21	-2	u
CN(C)C(=O)N1CCN(S(=O)(=O)c2ccc3ccccc3c2)CC1	-9%	0%	8%	10µM*	x	-3	u
O=C(OCC(=O)N1CCN(S(=O)(=O)c2ccc(Cl)cc2)CC1)C1CC1	x	1%	9%	-9%	x	x	-6%
CC(=O)Nc1cccc(N/C(N)=N/c2nc(C)cc(C)n2)c1	-2%	2%	u	-18%	-5	-5	-6%
Cn1cc(CCC(=O)N2CCCC(C(=O)c3cccc4ccccc34)C2)cn1 (configuration not stated)	-5%	0%	u	-24%	21	36*	6%
CCC(C)[C@H](NC(=O)N1CCn2c1nc1ccccc12)C(=O)NCCc1ccccc1 (some centres not stated)	2%	-1%	u	u	48	23	2%
CCCN1CCC(N(C)CCc2ccc(OC)c(OC)c2)CC1	-3%	7%	-2%	-6%	11	-2	u
CCSC1=C(C#N)C(c2cccc(O)c2)CC(=O)N1 (configuration not stated)	0%	-7%	x	-28%	-8	0	3%
C=CCn1c(O)c(/C=N/N2CCCCC2c2cccnc2)c(=O)[nH]c1=S (configuration not stated)	-3%	0%	-24%	8%	-6	1	13%
Cc1ccc(C)c(NC(=O)CN(C)C(=O)CN2C(=O)NC3(CCc4ccccc43)C2=O)c1 (configuration not stated)	x	1%	-23%	15%	x	x	21%
CCOc1ccc(NC(=O)C2CCN(c3nnnn3-c3ccccc3)CC2)cc1	2%	0%	u	22%	1	-4	u
Cc1ccc(SC[C@H](CC(C)C)N2CCN(C)CCC2=O)cc1	0%	-1%	32%[activator]	20%	84*	38*	4%[8.37 µM]
CCCn1nc(C(=O)NNC(=O)Cc2ccc(S(=O)(=O)N3CCOCC3)s2)c2ccccc2c1=O	x	3%	12µM*	u	x	x	u
C[C@@H]1O[C@H](O[C@@H]2\C=C/C=C\C=C/C=C\C[C@H](C)OC(=O)/C=C\[C@H]3O[C@@H]3C[C@H](O)C[C@]3(O)C[C@@H](O)[C@@H](C(=O)O)[C@H](C2)O3)[C@@H](O)[C@H](N)[C@@H]1O (stereo in doubt)	x	1%	4%	8%	x	x	x
O=C1CCCN1CC(O)CS(=O)(=O)Cc1ccc(Cl)cc1Cl (configuration not stated)	2%	1%	u	u	-9	-3	10%
Cc1ccc(C(=O)NCCc2nnc3ccc(NCc4ccc5c(c4)OCO5)nn23)cc1	0%	-2%	u	u	-11	-2	2%
COc1cc(C(=O)Nc2ccc(S(=O)(=O)N3CCCCC3C)cc2)cc(OC)c1OC (configuration not stated)	1%	-5%	8.3µM*	u	8	-4	13µM*
Cc1nnc(SCC(=O)Nc2ccc3c(c2)COC3=O)n1-c1ccccc1	-1%	0%	15%	u	1	-3	u
COC(=O)C1CCN(S(=O)(=O)CCNC(=O)c2ccc3c(c2)OCO3)CC1	x	4%	32%[activator]	28%	x	x	8%
CC(C)(C)n1c(O)c2ccc(C(=O)N=NC(=O)c3ccccc3)cc2c1O	1%	-14%	-2%	87%[activator]	33	27*	-15%
Cc1cc(C)c2c(N)c3ccccc3nc2n1	-5%	15%	15µM*	106%[activator]	73	3	u
O=C(Nc1cc(C(=O)N2CCCC2)ccc1N1CCCC1)c1ccccc1	-10%	3%	18%	x	4	-1	-12%
Cc1ccc(C)c(NC(=S)NC23CN4CN(CN(C4)C2)C3)c1	1%	-9%	-7%	-28%	-11	-5	3%
CC(=O)c1ccc(S(=O)(=O)Nc2ccc(-c3ccc4nnc(C)n4n3)cc2)cc1	5%	2%	-5%	2%	-3	7	9%
Clc1ccc(-c2cnc3n2CCC3)cc1	0%	0%	u	-32%	37	17	u
COc1cc(C(=O)NCC(=O)OCCN2C(=O)c3ccccc3C2=O)cc(OC)c1OC	5%	-5%	13%	44%[activator]	-21	-8	u
CCC(C)Nc1nc2c(c(=O)n(C)c(=O)n2C)n1Cc1ccc(F)cc1 (configuration not stated)	-12%	2%	-14%	-1%[5.75 µM]	-3	-2	-13%
Cc1ccc(NC(=O)CSc2nc(NS(=O)(=O)c3ccccc3)cc(=O)[nH]2)cc1	-2%	-1%	x	3.7µM*	-17	-4	21%
Clc1ccc(-c2nnn(Cc3nc4ccccc4s3)n2)cc1	-1%	2%	73%[activator]	36%[activator]	96*	25*	10%
CN(CCOc1ccc(-c2ccn(S(=O)(=O)c3cccc4ccccc34)n2)cc1)c1ccccn1	4%	-2%	10µM*	9.3µM*	12	1	u
Cn1c(SCC(=O)NC(C)(C)C)nnc1-c1cccc(NC(=O)c2ccccc2F)c1	6%	-5%	x	x	-13	-5	-6%
CCOC(=O)C1=NN(c2ccccc2)C(=O)C1	2%	1%	u	u	-2	4	13%
CC(C)C(=O)OCC(=O)Nc1ccc(N=Nc2ccccc2)cc1	2%	-11%	277%[activator]	338%[activator]	46*	31*	1%
COC(=O)c1ccccc1S(=O)(=O)NNC(=O)Nc1ccccc1	-1%	-7%	-7%	-13%	33	13	14%
CCc1ccc(NC(=O)CN2C(=O)C(=O)N(Cc3ccccc3)C2=O)cc1	11%	x	10%	43%[activator]	-17	-1	x
CC(C)N(C(=S)NC1CC2CCC1C2)c1ccccc1 (configuration not stated)	3%	1%	-1%	-3%	-15	-2	13%
COC(=O)Cc1csc(Nc2ccccc2Cl)n1	-5%	3%	40%[activator]	u	52*	36*	-1%
CCCCCCNC(=O)CCNS(=O)(=O)c1ccc(C)cc1	-4%	0%	-22%	u	21	8	-6%
Cc1cccc(C)c1NC(=O)N1CCN(c2nc3ccccc3s2)CC1	0%	-1%	-12%	x	24	1	u
O=[N+]([O-])c1cc2c(cc1/C=N/NS(=O)(=O)c1ccc(Br)cc1)OCO2	-1%	u	-5%	u	-9	-8	u
COc1ccc(S(=O)(=O)Nc2ccccc2C(=O)NCc2cccnc2)cc1	14%	-1%	18%	-24%	-6	-7	-6%
Brc1ccc(OCc2cn3ccccc3n2)cc1	u	5%	x	x	73*	36*	u
Nn1c(SCC(=O)NCc2ccccc2)nncc1=O	3%	0%	20%	25%	-8	-2	3%
NC(=O)CC(NC(=O)c1ccccc1)c1ccc(NCc2ccc(F)c(F)c2)c([N+](=O)[O-])c1 (configuration not stated)	-6%	3%	u	u	-3	-3	-2%
COc1cccc(NC(=O)CN2CCN(c3nc(-c4cccc(OC)c4)cs3)CC2)c1	0%	-17%	u	-2%	-2	-2	u
Cc1cc(-c2n[nH]c(=S)n2/N=C/c2ccc(Cl)c([N+](=O)[O-])c2)n[nH]1	-1%	u	-6%	-5%	-9	7	1%
CCOC(=O)C1CCCN(C(=O)c2cc(Cl)ccc2Cl)C1 (configuration not stated)	4%	-6%	-1%	9%	6	-4	8%
CN(C)c1ccc(C2NCC(CCl)O2)cc1 (configuration not stated)	1%	4%	-6%	21%	-5	-3	u
CCOC(=O)CN1C(=O)N[C@@H](c2cccc(C(F)(F)F)c2)[C@@H](C(=O)OC)[C@H]1C	-4%[11.5 µM]	5%	x	x	x	x	-7%
COc1ccc(CCN(C)C(=O)c2cc(S(=O)(=O)N3CCCCCC3)ccc2OC)cc1OC	x	-6%	u	u	x	x	u
CCOC(=O)Cc1c(C)nc2c(-c3ccccc3)c(-c3ccccc3)[nH]n2c1=O	3%	2%	-19%	u	-14	-2	-12%
COc1ccc(C(=O)NNC(=O)c2ccccc2[N+](=O)[O-])cc1[N+](=O)[O-]	3%	1%	34%[activator]	49%[activator]	-4	-3	21%
More records
SMILES	LmPK inh	Tb PYK inh	Pf growth 48h	Pf growth 96h	Shiga toxin inh	Cycloheximide cs	HCV inh
CN(C)S(=O)(=O)Oc1cccc(C(=O)Nc2ccc(Cl)cc2)c1	3%	1%	279%[activator]	471%[activator]	153*	45*	10µM*
N#Cc1c(NC(=O)C2CC2)sc2c1CCCCC2	0%	-9%	78%[activator]	107%[activator]	37*	31*	10%
COc1ccccc1NC(=O)C(=O)NCc1ccccc1Cl	5%	-8%	7%	417%[activator]	-6	-3	-8%
CCOCCCNC(=O)CN1C(=O)C(CC)Oc2ccccc21 (configuration not stated)	9%	1%	-1%	16%	-7	-1	11%
CCOc1ccccc1NC(=O)C1CCCCN1S(=O)(=O)c1ccccc1 (configuration not stated)	x	1%	u	u	x	x	u
CC(=O)N1CCN=C1SCc1ccccc1	10%	-4%	x	28%	-16	6	11%
CC(C)c1ccc(NC(=O)c2n[nH]c(=O)c3ccccc23)cc1	7%	-5%	108%[activator]	8.3µM*	44*	45*	13%
CCc1nnc2cccc(Cl)n12	-3%	-2%	-20%[1.15 µM]	-35%[1.15 µM]	7	-5	15%
Cn1c(SCc2cccnc2)nnc1-c1c[nH]c2ccccc12	-1%	1%	x	-49%	8	8	-5%
CCN(C(=O)COC(=O)CCc1ccccc1)c1ccccc1	-6%	0%	-7%	-3%	24	13	13%
Cn1c(=O)n(C)c2cc([N+](=O)[O-])c(N3CCN(C(=O)c4cccc(F)c4)CC3)cc21	0%	-12%	-19%	u	-3	1	u

Part of the list above in order of SMILES length, largest number first:
SMILES	LmPK inh	Tb PYK inh	Pf growth 48h	Pf growth 96h	Shiga toxin inh	Cycloheximide cs	HCV inh
CC(C)c1ccc(NC(=O)c2n[nH]c(=O)c3ccccc23)cc1	7%	-5%	108%[activator]	8.3µM*	44*	45*	13%
Cn1c(SCc2cccnc2)nnc1-c1c[nH]c2ccccc12	-1%	1%	x	-49%	8	8	-5%
CCN(C(=O)COC(=O)CCc1ccccc1)c1ccccc1	-6%	0%	-7%	-3%	24	13	13%
CCc1nnc2cccc(Cl)n12	-3%	-2%	-20%[1.15 µM]	-35%[1.15 µM]	7	-5	15%

Screening data from PubChem BioAssay.
